Screening results deposited in PubChem by several laboratories.
Rad51 HR inh – Rad51 (human) homologous recombination inhibition; Q06609; inhibition, % at 10 µM; AID 1385; 200,000 compounds, 0.085% hits; hRad51 DNA strand exchange, fluorescence dequenching;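 active = inhibition above 40% at the single screening dose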;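 note: 0% = DMSO control wells and 100% = blanks with heterologous ssDNA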
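Test system – preformed human Rad51 ssDNA filaments · Reagent – Donor/quencher-labelled 47-bp dsDNA substrate · Incubation – 37 °C 15-min filament assembly, 30-min compound preincubation, 15-min exchange · Signal – FRET fluorescence dequenching, excitation 485 nm, emission 520 nm · Read-out – percent inhibition from fluorescence, normalised to plate control and blank means · Benchmarks – plate control and blank wells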
TNF death inh – blocks TNF-alpha induced death of Jurkat FADD-/- cells; activation (protection from cell death), % at 10 µM; 220,000 compounds, 0.068% hits; Jurkat FADD-/- TNF necroptosis rescue, ATP luminescence, 24 h; 0 = TNF only, 100 = no-TNF cells; AID 463075;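 active = activation, meaning protection from cell death, of at least 50% relative to plate controls; inactive = activation below 50%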;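 note: necroptosis triggered by 40 ng/mL TNF-alpha added together with compound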
thrombin 1536 – thrombin (human) inhibition | alpha-thrombin, Boc-VPR-AMC fluorogenic substrate cleavage | AID 1046 | inhibition, % at 5 µM | 220,000 compounds, 0.26% hits;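 active = inhibition at or above 40%; inactive = inhibition below 40%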;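 note: 0% = enzyme with no compound and 100% = wells without enzyme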
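System: human alpha-thrombin protein; Compound dosing: one concentration per compound, 5 µM, with 0.2% DMSO; Timing: reaction at room temperature; Technique: AMC fluorescence, 355/460 nm; Controls: enzyme without compound as high, wells lacking enzyme as low.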
L929 necroptosis – L929 zVAD cell death inhibition. viability rescue, % at 10 µM. L929 zVAD necroptosis rescue, ATP luminescence, 24 h; with zVAD 60 µM. 220,000 compounds, 0.38% hits;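 active = activation, scaled between plate controls, above about 75%, limit read from the data; inactive = activation under that limit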;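 note: 0% = zVAD with DMSO and 100% = DMSO alone without zVAD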
Hck Nef HTS – blocks Nef-activated human Hck kinase. P08631. Recombinant Hck-YEEI plus Nef, Z-Lyte FRET kinase assay. inhibition, % at 20 µM. 220,000 compounds, 0.68% hits;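 active = Hck-Nef kinase inhibition above about 50%, limit read from the data; inactive = inhibition below that limit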;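 note: 0% = DMSO with Hck plus Nef and 100% = Hck alone without Nef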
Cl transport mod – modulates chloride dependent transport by human KCC2 | Q9H2X9 | KCC2 cells, thallium flux FluoZin-2 fluorescence | B-score of Tl+ flux slope (higher = more flux/activation; lower = inhibition) at 10 µM | 190,000 compounds, 2.2% hits | AID 1456;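 active = thallium flux slope and its plate-corrected score both differing from the plate sample mean at a set confidence after two filtering rounds, in either direction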;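 note: slope of fluorescence scaled to starting intensity during 10 to 20 s after thallium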
Target sequence (Q9H2X9 whole entry, looked up): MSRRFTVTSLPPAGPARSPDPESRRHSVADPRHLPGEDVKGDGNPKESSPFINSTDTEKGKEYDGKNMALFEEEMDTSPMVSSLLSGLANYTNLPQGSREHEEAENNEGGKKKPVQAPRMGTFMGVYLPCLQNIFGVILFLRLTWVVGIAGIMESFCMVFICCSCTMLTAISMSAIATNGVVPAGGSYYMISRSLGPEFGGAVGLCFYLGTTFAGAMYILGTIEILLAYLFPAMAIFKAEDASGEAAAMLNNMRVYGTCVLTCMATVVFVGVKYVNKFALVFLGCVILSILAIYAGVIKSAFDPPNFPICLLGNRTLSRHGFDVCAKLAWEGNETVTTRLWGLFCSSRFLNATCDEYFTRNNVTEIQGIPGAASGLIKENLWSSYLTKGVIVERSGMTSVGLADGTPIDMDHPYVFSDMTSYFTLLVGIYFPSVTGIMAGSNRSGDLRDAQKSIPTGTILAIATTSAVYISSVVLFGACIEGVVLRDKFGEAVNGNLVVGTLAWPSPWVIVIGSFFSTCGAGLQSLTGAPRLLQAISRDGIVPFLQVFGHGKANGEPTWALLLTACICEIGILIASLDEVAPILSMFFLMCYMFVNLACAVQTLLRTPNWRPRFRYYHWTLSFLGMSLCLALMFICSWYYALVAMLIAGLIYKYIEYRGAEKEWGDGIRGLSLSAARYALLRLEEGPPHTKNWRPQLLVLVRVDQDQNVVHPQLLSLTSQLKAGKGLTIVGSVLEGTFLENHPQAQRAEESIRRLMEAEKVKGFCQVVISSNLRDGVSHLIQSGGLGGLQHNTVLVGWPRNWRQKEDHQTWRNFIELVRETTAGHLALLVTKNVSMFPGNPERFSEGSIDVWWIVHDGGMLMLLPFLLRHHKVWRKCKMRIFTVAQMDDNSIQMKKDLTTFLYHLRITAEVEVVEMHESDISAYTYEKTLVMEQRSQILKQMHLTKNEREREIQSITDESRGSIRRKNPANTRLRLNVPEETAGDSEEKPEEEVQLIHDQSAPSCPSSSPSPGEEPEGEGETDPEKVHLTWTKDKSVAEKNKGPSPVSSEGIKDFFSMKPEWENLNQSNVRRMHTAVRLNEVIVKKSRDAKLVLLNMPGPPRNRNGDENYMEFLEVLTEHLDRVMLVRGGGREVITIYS
hK5 inh – inhibitors of human kallikrein 5; inhibition, % at 5 µM; 210,000 compounds, 0.59% hits; AID 873; Q9Y337; recombinant hK5, fluorogenic AMC substrate cleavage;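 active = inhibition of 40% or more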;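 note: 0% = enzyme controls without compound and 100% = no-enzyme blanks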
FXIa inh 1536 – blocks human coagulation factor XIa protease activity; AID 798; P03951; 220,000 compounds, 0.14% hits; inhibition, % at 5 µM; purified FXIa, Boc-Glu-Ala-Arg-AMC fluorogenic substrate;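 active = inhibition of at least 40%; inactive = inhibition below 40%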;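 note: fluorescence of freed AMC excited at 355 nm; 0% = enzyme without compound and 100% = no enzyme blank; many of its hits are not listed in these tables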
FXIIa inh – inhibitors of human coagulation factor XIIa. purified FXIIa, Boc-QGR-AMC fluorogenic substrate, 2 h. P00748. inhibition, % at 5 µM. 220,000 compounds, 0.3% hits. AID 800; in the data active = inhibition above about 40%;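 note: 0% = enzyme with no compound and 100% = blank without enzyme; many of its hits are not listed in these tables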
* marks the source's active call; other numbers are inactive results; . = no result given; & = joins results of further samples. A portion of the library; count on the stated rates, not on these rows.

SMILES	Rad51 HR inh	TNF death inh	thrombin 1536	L929 necroptosis	Hck Nef HTS	Cl transport mod	hK5 inh	FXIa inh 1536	FXIIa inh
CCC1(C(=O)c2ccc(C)cc2)C2c3ccccc3OC(=O)C21C(=O)O (centres undefined)	-20.6	3.1	11.8	-0.5	-19.9	-1.04	39.9	2.1	11.4
CC(=O)c1ccc(OC(NC(=O)Cc2ccccc2)C(Cl)(Cl)Cl)cc1 (centres undefined)	-6.3	-1.9	-3.6	-0.3	1.2	.	-8.6	13.1	-1.9
O=c1[nH]c2ccccc2c(=O)n1-c1ccc(Cl)cc1Cl	.	-0.8	-1.1	-0.8	18.1	-0.438	3.5	0.7	11.8
CN1CCN(c2nc(N)c(Br)c(Cl)n2)CC1	2.9	4.1	0.7	0.9	3.4	0.131	-3.7	-0.6	4.3
Nc1c(C(=O)NCc2ccco2)c2nc3ccccc3nc2n1CCN1CCCCC1	-5.7	2.5	1.2	1.6	45.5	.	-73.8	-11.9	-35.0
CCC(C)N1C(=O)/C(=C\c2cnc(N(C)C)nc2)C(=O)NC1=S (centres undefined)	-1.4	-4.6	-0.4	1.3	25.5	-0.503	-0.8	4.4	12.5
O=C1/C(=C/c2ccc3c(c2)OCO3)N2CCC1CC2	13.1	-0.6	5.7	0.6	0.2	1.32	-4.8	12.2	5.0
CCOC(=O)c1c(C)n(Cc2ccc3c(c2)OCO3)c2ccc(O)cc12	1.4	-3.7	-0.5	-0.3	-1.7	1.17	2.9	-10.7	6.1
CCC12CN3CCN(CC(C3)C1O)C2 (centres undefined)	0.5	-0.6	-0.5	-0.5	-9.2	0.178	-9.5	2.6	8.7
Cc1c(N=Cc2c(O)n(CCc3ccc(F)cc3)c(=O)[nH]c2=O)c(=O)n(-c2ccccc2)n1C	-3.2	-0.5	6.1	-0.5	22.5	0.276	19.4	6.5	21.8
COc1ccc(-n2cnc3cc(C(=O)N4CCC5(CC4)OCCO5)ccc32)cc1	.	-4.5	1.1	9.4	5.6	0.515	.	1.6	7.2
O=c1[nH]c(=S)n(-c2ccccc2F)c(O)c1C=Nc1ccc(N2CCOCC2)cc1	-30.0	-8.8	4.7	1.2	16.6	-1.93	-4.3	-5.6	1.9
CCC(C)n1c(C)cc(C(N)=O)c1C (centres undefined)	6.8	0.3	-1.3	6.2	1.1	-0.428	2.1	-2.1	.
O=C(CN1CC=C(c2ccccc2)CC1)NC(=O)NC1CCCCC1	.	1.8	-6.3	1.1	-1.6	0.386	.	-1.9	3.5
CCc1nnc(NS(=O)(=O)c2ccc(N=Cc3c(O)n(-c4ccccc4)c(=O)[nH]c3=O)cc2)s1	12.6	0.6	3.3	0.1	24.4	-0.26	-5.3	6.8	8.6
COc1ccc(OCC#CCN2CCC(C)CC2)cc1	18.1	0.0	-4.5	0.0	-9.6	-2.08	-7.3	-4.4	1.4
CC1=C2C(=O)C3C(CC=C4CC(OC5OC(O)C(O)C(O)C5CO)CCC43C)C2CCC12OC1CC(C)CNC1C2C (centres undefined)	.	0.4	-7.8	0.6	15.9	0.256	-2.5	-5.0	6.1
COc1cc(CC2(CCc3ccncc3)C(=O)NC(=O)NC2=O)cc(OC)c1OC	-2.4	-0.5	-13.1	1.4	21.1	-0.756	1.6	-3.2	7.3
CN1C(=O)c2ccccc2NC(=O)C1Cc1ccccc1 (centres undefined)	-1.7	0.6	0.5	0.4	2.7	0.721	1.6	2.7	8.4
O=C1C2C3CCC(O3)C2C(=O)N1CCO (centres undefined)	15.6	1.6	-1.9	-0.3	11.7	0.0958	-0.9	1.4	4.1
O=C(CCCOc1ccc(Cl)cc1Cl)N1CCC2(CC1)OCCO2	2.7	-3.8	-3.7	0.7	0.9	0.897	-5.6	-11.3	-5.2
CC[C@@H](CO)NC(=O)[C@@H]1C=C2c3cccc4c3c(cn4C)C[C@H]2N(C)C1	-13.4&-6.1	-1.0&0.8	1.5&-2.1	-0.5&0.2	0.2&34.0	0.435&-1.14	-10.7&-1.6	4.1&-0.8	-1.5&0.5
Cc1ccc(C2(O)CC(C)N(C)CC2C)cc1 (centres undefined)	-10.4	0.2	0.0	-0.1	5.9	-0.394	10.2	1.7	9.3
COc1ccc(-n2c(O)c(C=NCCN(C)C)c(=O)[nH]c2=O)cc1	.	4.7	-2.1	0.5	16.3	1.05	2.3	1.5	4.0
CCN1CCN(c2ccc(N)cc2)CC1	15.8	-0.6	2.2	1.1	-3.0	0.148	-3.6	-1.2	8.1
COc1ccc(-n2c(O)c(C=NCc3ccc4c(c3)OCO4)c(=O)[nH]c2=O)cc1	-16.9	2.2	-0.7	0.3	16.2	1.36	2.1	0.4	1.2
O=P(Nc1ccccc1)(Nc1ccccc1)Oc1ccc(Cl)cc1	.	-5.0	-2.7	0.5	2.3	-0.942	-5.8	-8.0	6.3
O=C(N/N=C/c1c(O)n(CCc2ccc(F)cc2)c(=O)[nH]c1=O)c1ccncc1	-42.6	0.2	-15.6	-0.1	28.1	0.35	-21.8	-1.0	1.1
CCN(CC)CCOC(=O)C(O)(c1ccccc1)c1ccccc1	5.8	3.8	-0.5	5.2	-4.9	-0.993	25.5	6.6	11.8
CCn1c(O)c(N=Nc2ccc(S(=O)(=O)N3CCOCC3)cc2)c(=O)n(CC)c1=S	-2.2	-17.4	2.4	-0.8	12.0	-1.1	3.0	4.7	5.7
COc1ccc(N=Cc2c(O)n(CC3CCCO3)c(=O)[nH]c2=O)cc1 (centres undefined)	9.2	0.8	-3.5	1.3	7.0	0.519	-15.6	6.1	2.9
O=C(c1ccc(N2CC3CC(C2)c2cccc(=O)n2C3)c([N+](=O)[O-])c1)N1CCCCC1 (centres undefined)	-0.6	0.8	-2.5	0.5	1.6	0.258	-20.9	0.0	9.4
CC(C)CCn1c(=O)c(C(=O)NCc2ccco2)c(O)c2ccccc21	.	0.0	-12.2	1.2	11.3	0.00682	-3.5	-3.3	-0.5
CN(C)CC#CCn1c2ccccc2c2ccccc21	17.5	1.9	0.9	0.2	17.3	0.626	2.2	0.3	5.1
COc1ccc(Cl)cc1NC1=NCC(C)S1 (centres undefined)	-0.4	1.9	1.8	0.6	6.2	-1.13	-11.7	-1.3	7.3
O=c1c2ccccc2nc(-c2ccccc2)n1-c1ccncc1	-6.8	-1.8	-2.2	-0.1	0.5	-0.304	-6.7	8.2	15.7
COc1ccc(CN2C(=O)CC(=O)NC2=S)cc1	-4.0	-0.1	-9.7	0.2	24.7	0.377	1.9	-0.3	9.9
Nc1c(C(=O)NC2CCCC2)c2nc3ccccc3nc2n1CC1CCCO1 (centres undefined)	.	-0.1	-5.7	7.5	45.4	.	-6.2	0.7	3.0
CCCC(=O)C1C(=O)NC(=O)NC1=O	-8.5	-2.6	1.7	0.2	-0.6	-0.414	-0.2	-11.8	-8.4
CCC(=NCCC(c1ccccc1)c1ccccc1)c1c(O)[nH]c(=O)[nH]c1=O	4.6	-4.0	-6.7	-1.6	5.7	-1.02	-16.0	1.7	7.4
O=C(c1ccc2c(c1)ncn2C1CCCCC1)N1CCC2(CC1)OCCO2	-8.2	-5.5	21.6	5.8	-0.2	.	22.1	5.0	19.6
O=C(Nc1cccc(OC(=O)N2CCCCC2)c1)N1CCOCC1	15.4	-0.1	-12.1	3.8	20.0	0.00401	-4.2	-5.4	2.4
Cc1ccc2nc(N3CCN(C)CC3)[nH]c2c1	-2.2	0.7	-7.9	-0.1	0.5	0.557	-2.4	0.4	1.9
O=c1c2ccccc2nc(-c2ccoc2)n1-c1ccccc1	0.1	0.1	1.5	-0.1	-1.4	.	5.8	0.5	13.8
Oc1c(Cl)cc(Cl)cc1CN1CCN(Cc2ccccc2)CC1	.	2.8	-2.8	-0.1	-1.7	-1.04	3.6	3.7	8.2
O=C1NC(=O)N(Cc2ccccc2)C(=O)/C1=C\c1ccco1	-14.7	-0.3	0.1	-1.1	17.6	1.3	7.3	4.1	8.5
CCOP(=O)(C#Cc1ccccc1)C(O)c1ccc(Br)cc1 (centres undefined)	10.5	2.3	-3.7	0.6	13.7	-0.86	-0.3	0.8	4.5
O=c1[nH]c(=O)n(Cc2ccccc2)c(O)c1C=NCCN1CCNCC1	-8.2	-0.5	2.6	0.6	9.9	-0.772	8.8	0.6	13.4
c1cncc(C2Nc3cccc4cccc(c34)N2)c1	21.8	-13.0	-3.8	-0.3	3.8	.	-1.8	-2.6	6.1
CCOP(=O)(OCC)C(O)c1cccnc1 (centres undefined)	18.2	1.8	0.1	2.3	11.7	0.628	2.4	2.6	2.7
Cc1ccsc1C(=O)C1CCCN(Cc2cnc(N3CCCC3)s2)C1 (centres undefined)	-1.6	2.4	-11.1	2.2	19.4	-0.135	-4.4	-6.1	5.7
Cc1cc(OC(=O)N(C)C)n(-c2ccccc2)n1	10.4	-0.9	-7.3	-0.3	11.7	0.0606	-5.5	-0.3	5.1
CN(C)c1nc(N(C)C)nc(N(C#N)CCCl)n1	-6.3	-0.1	14.0	-1.2	1.2	-2.13	4.3	9.8	15.8
OCC[N+]12CCC(CC1)C(C(O)(c1ccccc1)c1ccccc1)C2 (centres undefined)	4.2	1.6	-3.1	-0.1	20.9	0.806	0.4	-3.1	5.0

8 entries already listed, sorted by molar mass, smallest number first.
SMILES	Rad51 HR inh	TNF death inh	thrombin 1536	L929 necroptosis	Hck Nef HTS	Cl transport mod	hK5 inh	FXIa inh 1536	FXIIa inh
Cc1cc(OC(=O)N(C)C)n(-c2ccccc2)n1	10.4	-0.9	-7.3	-0.3	11.7	0.0606	-5.5	-0.3	5.1
CN(C)c1nc(N(C)C)nc(N(C#N)CCCl)n1	-6.3	-0.1	14.0	-1.2	1.2	-2.13	4.3	9.8	15.8
O=c1c2ccccc2nc(-c2ccoc2)n1-c1ccccc1	0.1	0.1	1.5	-0.1	-1.4	.	5.8	0.5	13.8
O=C1NC(=O)N(Cc2ccccc2)C(=O)/C1=C\c1ccco1	-14.7	-0.3	0.1	-1.1	17.6	1.3	7.3	4.1	8.5
Oc1c(Cl)cc(Cl)cc1CN1CCN(Cc2ccccc2)CC1	.	2.8	-2.8	-0.1	-1.7	-1.04	3.6	3.7	8.2
O=c1[nH]c(=O)n(Cc2ccccc2)c(O)c1C=NCCN1CCNCC1	-8.2	-0.5	2.6	0.6	9.9	-0.772	8.8	0.6	13.4
Cc1ccsc1C(=O)C1CCCN(Cc2cnc(N3CCCC3)s2)C1 (centres undefined)	-1.6	2.4	-11.1	2.2	19.4	-0.135	-4.4	-6.1	5.7
CCOP(=O)(C#Cc1ccccc1)C(O)c1ccc(Br)cc1 (centres undefined)	10.5	2.3	-3.7	0.6	13.7	-0.86	-0.3	0.8	4.5
